CHO parental Ca – ATP-evoked calcium signal inhibitors, parental CHO, primary screen, counter-screen for OX1R antagonist project, cell-based, fluorescence, Fluo-8 calcium dye | parental CHO-K1, ATP-induced calcium, Fluo-8 fluorescence | AID 463079, 2010 | inhibition, % at 5.6 µM | hit rate 0.63% among 330,000;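 active means inhibition above that plate's mean sample inhibition plus 3 SD, cut at about 26% in these data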;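 further: 0% = ATP-challenged DMSO wells and 100% = DMSO wells without ATP; some compounds past the cut are filed as inactive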
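Material: parental CHO cells / Compound: single nominal dose of 5.6 µM per compound / Signal: Fluo-8 fluorescence / Replicates: singlicate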
V1aR counter – agonists of human V1a receptor, primary screen, counter-screen for OXTR agonist project, fluorescence, CHO-V1R cells; Vasopressin V1a receptor (Homo sapiens), P37288; Fluo-8 calcium fluorescence, agonist mode; 0% DMSO, 100% 3 nM vasopressin; activation, % at 3 µM; hit rate 0.25% among 320,000; AID 2797, 2010;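 active means activation above the mean activation of all tested compounds plus 3 SD, per screening run, cut at about 20% in these data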;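 further: signal is peak over basal fluorescence ratio across a 100 second FLIPR read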
Target sequence (P37288 whole entry, looked up): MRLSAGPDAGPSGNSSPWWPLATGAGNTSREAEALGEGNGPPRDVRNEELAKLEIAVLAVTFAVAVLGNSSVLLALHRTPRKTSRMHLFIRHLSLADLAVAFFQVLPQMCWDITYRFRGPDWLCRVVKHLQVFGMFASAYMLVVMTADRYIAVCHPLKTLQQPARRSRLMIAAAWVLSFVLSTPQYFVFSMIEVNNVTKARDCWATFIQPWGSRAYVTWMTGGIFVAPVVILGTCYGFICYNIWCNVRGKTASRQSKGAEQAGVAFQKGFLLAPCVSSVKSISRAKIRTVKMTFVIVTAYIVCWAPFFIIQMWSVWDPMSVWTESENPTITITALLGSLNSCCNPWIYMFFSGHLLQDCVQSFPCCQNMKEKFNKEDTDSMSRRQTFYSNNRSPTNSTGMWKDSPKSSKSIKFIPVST
CHO-K1 Ca ag – counter-screen for M1 agonists: effect in parental CHO-K1 cells. activation, % at 3 µM. hit rate 0.48% among 360,000. Fluo-8 calcium fluorescence; scaled to maximal ATP response, vehicle zero; in the data active means activation above about 15%;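 further: untransfected CHO-K1 host cells lacking M1 receptor as counterscreen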
CHO-K1 Ca antag – nonselective inhibitor or artifact in parental CHO-K1 cells; ATP-induced calcium, Fluo-8 fluorescence; hit rate 0.6% among 360,000; inhibition, % at 3 µM;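 active means inhibition above a per-plate cutoff, the plate's mean sample inhibition plus 3 SD, cut at about 24% in these data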;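 further: 0% = DMSO plus EC80 ATP and 100% = DMSO alone without ATP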
GPR7 antagonist – GPR7 receptor antagonists, primary screen, cell-based, fluorescence, single concentration; inhibition, % at 4.4 µM; Neuropeptides B/W receptor type 1 (Homo sapiens), P48145; GPR7-expressing cells, fluorescence antagonist assay; AID 1861, 2009; hit rate 1.1% among 290,000; in the data active means inhibition above about 16%, passing the limit was not always enough;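 further: cells stimulated with the agonist NPW; 0% = agonist with vehicle and 100% = vehicle without agonist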
OXTR agonist – human OXTR agonists, primary screen, fluorescence, CHO-OTR cells, Fluo-8 calcium | Oxytocin receptor (Homo sapiens), P30559 | Fluo-8 calcium fluorescence; normalized: DMSO 0%, oxytocin 100% | activation, % at 3 µM | hit rate 0.32% among 320,000;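 active means activation above the mean of all tested compounds plus 3 SD, cutoff set per screening run, cut at about 20% in these data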;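 further: peak over basal fluorescence ratio from a 100 s FLIPR kinetic read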
Target sequence (P30559 whole entry, looked up): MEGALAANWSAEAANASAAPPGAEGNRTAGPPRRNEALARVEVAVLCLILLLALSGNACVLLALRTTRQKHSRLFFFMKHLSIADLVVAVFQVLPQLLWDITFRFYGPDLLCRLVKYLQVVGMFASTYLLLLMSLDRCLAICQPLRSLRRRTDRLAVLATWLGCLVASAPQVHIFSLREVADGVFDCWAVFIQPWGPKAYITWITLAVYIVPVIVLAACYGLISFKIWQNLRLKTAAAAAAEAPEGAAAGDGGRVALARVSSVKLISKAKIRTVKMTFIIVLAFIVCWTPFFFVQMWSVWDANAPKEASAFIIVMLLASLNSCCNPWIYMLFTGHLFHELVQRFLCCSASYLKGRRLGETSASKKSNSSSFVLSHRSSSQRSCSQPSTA
OXTR potentiator – human OXTR potentiators, primary screen, fluorescence, CHO-OTR cells, Fluo-8 calcium | Oxytocin receptor (Homo sapiens), P30559 | Fluo-8 calcium fluorescence, potentiator mode; 0% = oxytocin EC15, 100% = EC100 | activation, % at 3 µM | hit rate 0.061% among 320,000;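 active means activation above that plate's cutoff, the mean activation of tested compounds plus 3 SD, cut at about 6.6% in these data, passing the limit was not always enough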;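 further: 100% uses oxytocin at 75 nM as the full agonist control; some results filed as inactive read as strong as hits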
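Dosing: Single dose, 3.0 µM nominal final compound concentration | Material: Human OTR in CHO cells | Technique: Kinetic Fluo-8 calcium fluorescence | Benchmarks: EC15 oxytocin alone as 0%, 75 nM oxytocin as 100% | Probe or stimulus: Oxytocin at about EC15, sub-maximal agonist stimulus | Incubation: Compound 6 min at room temperature before oxytocin, 100 s read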
TAAR1 antag – human TAAR1 antagonists, primary screen, Fluo-8 calcium fluorescence, CHO RD-HGA16 cells. Trace amine-associated receptor 1 (Homo sapiens), Q96RJ0. antagonist. inhibition, % at 3 µM. hit rate 1.5% among 360,000. AID 624466, 2012;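 active means inhibition above a per-plate cutoff, the mean inhibition of test compounds on that plate plus 3 SD, cut at about 49% in these data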;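 further: 0% = DMSO plus EC80 beta-PEA response and 100% = DMSO alone without agonist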
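Test system: hTAAR1-expressing CHO RD-HGA16 cells, Gα16-coupled; Probe or stimulus: EC80 β-phenethylamine stimulus; Compound dosing: single nominal final test compound concentration of 3 µM; Timing: 140 s kinetic read after compound, 140 s after agonist; Signal: Fluo-8 calcium-sensitive fluorescence; Measure: % inhibition of agonist calcium response; Controls: DMSO and EC80 PEA controls.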
M1 PAM parental – nonselective calcium activators in parental CHO-K1 cells, primary screen, counter-screen for M1 PAM project, cell-based, Fluo-8 calcium fluorescence, full deck, 1536-well | activation, % at 3 µM | AID 602247, 2012 | ATP EC20; 0% at ATP EC20, 100% at ATP max | hit rate 0.02% among 360,000;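 active means activation above the run cutoff, the mean activation of all test compounds plus 3 SD, cut at about 40% in these data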;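 further: peak over basal fluorescence ratio in a 140 s read after ATP addition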
An asterisk follows results filed as active; · = no result given.

Every second line gives: CHO parental Ca, V1aR counter, CHO-K1 Ca ag, CHO-K1 Ca antag, GPR7 antagonist, OXTR agonist, OXTR potentiator, TAAR1 antag, M1 PAM parental
- CC1(C(=O)NC23CC4CC(CC(C4)C2)C3)CC1(Cl)Cl (stereo not drawn)
  -22, -1.6, 0.1, -8, 4, -1.2, 3, 6, 5
- CCc1ccc(OCc2cccc(C(=O)N/N=C\c3cnn(C)c3C)c2)cc1
  ·, ·, 0.3, -7, -9, ·, ·, -7, -2
- Nc1cccc2c1C(=O)N(c1ccccc1)C2=O
  3, 1.2, 0.3, -9, ·, 0.3, -1, -25, 3
- CS(=O)(=O)N1CCC(CO)(Cc2ccccc2C(F)(F)F)CC1
  -16, 0.6, 2.4, -20, 14, 1.7, -13, 2, 16
- NNc1ncnc2scc(-c3ccc(Cl)cc3)c12
  -12, -1.1, 1.8, -9, -5, -1.9, -4, -6, 19
- CCOC(=O)Cc1csc(NC(=O)CCc2ccccc2)n1
  -15, 2.2, 1.4, 7, -6, 1.4, -6, -4, -14
- CC(C)CNC(=S)N1CCN(C)CC1
  -7, 1.1, 0.5, -8, -5, -0.6, -9, -11, 3
- CCN(CC)CCN(Cc1cc2cc3c(cc2[nH]c1=O)OCCO3)C(=S)NCC(C)C
  -14, -0.1, -0.1, -12, 3, 0.4, -10, 4, 18
- CCCNC(=O)C1CCC(CNS(=O)(=O)c2cccc3nsnc23)CC1 (stereo not drawn)
  0, 1.3, 0.8, -9, -17, 2.4, -3, -7, 3
- COc1ccc(OC)c(NC(=O)C(CC(=O)O)NCc2ccco2)c1 (stereo not drawn)
  -9, 0.2, 1.7, -11, -5, -0.1, -1, -1, 19
- Cc1c(CCOC(=O)C23CC4CC(CC(C)(C4)C2)C3)sc[n+]1Cc1ccccc1
  -15, -0.3, -0.6, 12, -3, -1.6, -11, 0, -4
- CCN(CC)C(=O)CSc1nnc(-c2ccccc2)c(-c2ccccc2)n1
  -8, 0.9, 1.8, -5, -6, -1.4, -12, 1, 30
- N#Cc1c(SCC(N)=O)nc(-c2ccccc2)c2c1CCCC2
  -26, -1.3, 0.1, -11, 0, -2.3, -6, 7, 21
- COc1cc(OC)c(N2CC(C(=O)NCCC3=CCCCC3)CC2=O)cc1Cl (stereo not drawn)
  -29, 1.9, 0.5, -15, ·, 1.1, -5, -16, 1
- CC(=O)C(Sc1nnnn1-c1ccc(O)cc1)c1ccccc1 (stereo not drawn)
  -3, 1.9, 2.7, -14, 0, 2.5, -3, -6, -18
- Cc1cccc(-n2c(Cc3cc(=O)[nH]c(=O)[nH]3)nnc2SCC(=O)NCc2ccco2)c1
  -9, 1.1, 1.6, -20, -20, 1.9, 4, -1, 24
- COc1ccccc1C(=O)Nc1ccc2c(c1)nc(CCNC(=O)c1ccccc1)n2C
  -17, 0.8, 3.4, 2, -2, -1.3, -2, 8, 5
- CCN1CCN(C(=S)c2ccc(O)cc2)CC1
  -10, 3.0, 0.3, 3, -2, 0.7, -2, 0, -11
- Cc1oc(-c2ccccc2Cl)nc1CSc1nc2c(c(=O)[nH]1)CCC2
  -10, -0.1, -0.9, 1, 1, -0.9, -3, -57, -9
- CCCCN1C[C@H](c2ccc(Br)cc2)[C@@H](CC(=O)Nc2ccc(Br)cc2)C1=O
  ·, ·, 0.1, -4, ·, ·, ·, -8, -4
- O=C(CCNC(=O)Cn1ccc2ccccc2c1=O)NCC1CCCC1c1ccccc1 (stereo not drawn)
  -1, -1.4, 0.4, -10, 0, -0.6, -5, -17, 3
- Cc1ccccc1NC(=O)CC1SC(=Nc2ccc(O)cc2)NC1=O (stereo not drawn)
  -12, -0.5, 0.8, -25, -5, 0.1, 1, -7, 35
- C=CCN1C=C2C(=O)C(C)(OC(=O)CCC(=O)OC)C(=O)C(Br)=C2C=C1c1ccc(OC)cc1 (stereo not drawn)
  -10, 0.3, 0.4, -10, ·, -0.8, -4, ·, 5
- O=C(O)c1ccc2c(=O)n3c(nc2c1)/C(=C/c1ccccc1C(F)(F)F)CCCC3
  -13, 0.4, 0.1, -3, 2, 2.4, 2, 0, 0
- CCOc1ccccc1NC(=S)NC(=O)C1CCCCC1
  -26, -1.9, -0.2, 2, -15, -1.5, -12, -16, -10
- CCOC(=O)c1c(OCCO)noc1N
  -12, 0.6, 0.5, -5, -1, 0.2, -2, 0, 8
- CCc1c(OC(C)=O)c2ccccc2n(C)c1=O
  -12, 1.3, 0.1, 17, 5, 0.5, -12, 6, -9
- Cc1ccc(C)c(S(=O)(=O)N2CCN(C(=O)/C=C/c3ccco3)CC2)c1
  -12, -0.9, -0.1, -5, ·, -1.8, -9, 11, -17
- C=CCNC(=S)NNC(=O)CSc1nc2ccccc2s1
  -17, 2.7, 1.0, -7, -2, 0.4, -7, -10, 13
- COc1ccc(CNC(=O)C2CCNCC2)cc1
  -1, -1.0, 0.0, 2, -10, -0.5, -16, -4, -5

Ordered by heavy-atom count (lowest first): some entries from above.
Every second line gives: CHO parental Ca, V1aR counter, CHO-K1 Ca ag, CHO-K1 Ca antag, GPR7 antagonist, OXTR agonist, OXTR potentiator, TAAR1 antag, M1 PAM parental
- CC(C)CNC(=S)N1CCN(C)CC1
  -7, 1.1, 0.5, -8, -5, -0.6, -9, -11, 3
- NNc1ncnc2scc(-c3ccc(Cl)cc3)c12
  -12, -1.1, 1.8, -9, -5, -1.9, -4, -6, 19
- CCN(CC)C(=O)CSc1nnc(-c2ccccc2)c(-c2ccccc2)n1
  -8, 0.9, 1.8, -5, -6, -1.4, -12, 1, 30

Carrying on:
Every second line gives: CHO parental Ca, V1aR counter, CHO-K1 Ca ag, CHO-K1 Ca antag, GPR7 antagonist, OXTR agonist, OXTR potentiator, TAAR1 antag, M1 PAM parental
- Cc1ccc(C)c(NC(=S)N(CCN(C)C)C(C)c2ccccn2)c1 (stereo not drawn)
  -8, 0.7, 0.6, -14, 2, 1.5, -13, -4, 8
- Cc1c(-n2c(SCC(=O)N(C)C3CCS(=O)(=O)C3)nc3ccccc3c2=O)c(=O)n(-c2ccccc2)n1C (stereo not drawn)
  8, 0.7, 0.4, -11, -13, 0.4, -6, -9, 16
- CN(C)c1ccc(CC(=O)N2CCCCC2c2cc(C(=O)Nc3cccc(C#N)c3)no2)cc1 (stereo not drawn)
  ·, ·, 2.5, 13, ·, ·, ·, 7, -8
- Fc1ccccc1OCCSc1nnnn1-c1ccccc1
  -10, 0.3, 1.5, 2, 16, 0.2, -2, 7, 12
- COc1ccc(N2C(=O)NC(NC(=O)c3cccnc3)(C(F)(F)F)C2=O)cc1 (stereo not drawn)
  -6, -0.1, 0.3, 5, -6, 0.2, -15, 0, -13
- COc1cscc1C(=O)O
  -29, 0.4, 0.3, 13, 2, 1.8, -3, -28, -25
- C=CCNc1sc(C(=O)c2ccccc2)c(N)c1-c1nc2ccccc2s1
  -18, 1.7, -0.3, 8, 1, -0.3, -8, ·, -1
- COC(=O)C(F)(F)Sc1c(C)[nH]c2ccccc12
  -7, -0.4, 0.0, -26, -13, -1.2, -6, -8, 13
- O=[N+]([O-])c1ccc(N2CCN(S(=O)(=O)c3cnc[nH]3)CC2)cc1
  8, 1.3, 1.7, -16, 1, 0.7, -2, 4, 10
- CCN(Cc1ccncc1)Cc1ccc(Br)cc1
  -21, -0.9, 0.9, -7, -16, -1.5, -12, -13, 16
- CCCn1c(C(C)Nc2nc(-c3ccc(Cl)c([N+](=O)[O-])c3)cs2)nc2ccccc21 (stereo not drawn)
  -35, 0.3, 0.2, -13, -7, -0.1, 0, -18, 0
- O=C(c1ccc(F)cc1)N1CCN=C1c1ccccc1
  1, 0.7, 0.5, -6, -1, -0.8, -6, 2, 1
- COc1ccc(C2=NOC(C(=O)N3CCCCCC3)C2)cc1OC (stereo not drawn)
  -14, 0.9, 0.5, -8, -3, 0.5, -2, ·, 14
- CC[N+](CC)(CCCCS(=O)(=O)[O-])CCNP1(=O)C=C(c2ccccc2)OC(c2ccccc2)=C1
  -3, 3.0, 0.7, -18, 4, -0.3, -7, 4, 9
- Cc1cc2c(c(=O)n1Cc1ccco1)C(c1cccnc1)C(C#N)=C(N)O2 (stereo not drawn)
  13, 1.6, -0.2, 26*, -6, 1.7, -1, 7, -8
- CC(=O)Nc1cccc(C(=O)N(Cc2ccccc2)Cc2ccccc2)c1
  -15, 1.7, 2.2, -1, -11, 1.2, -10, 12, 13
- CCNC(=S)N1CCC(NC(=O)c2ccco2)CC1
  2, 1.2, 1.2, -16, 13, 1.3, 5, -5, 25
- c1ccc(-c2csc(Nc3cccnc3)n2)cc1
  -12, -0.9, -0.4, -11, -1, -1.9, -10, -38, 5
- CCC(C)[C@H](NC(=O)NCc1ccccc1)C(=O)O (stereo partly drawn)
  -5, -0.2, -0.2, 6, 3, 0.0, -8, 8, 2
- COc1ccc(N2C(=O)C3C4c5ccccc5C(C=Nc5ccc(C)cc5C)(c5ccccc54)C3C2=O)cc1 (stereo not drawn)
  -15, 0.6, 0.6, -14, -2, 0.1, -15, 0, 0
- COc1cc(C(=O)NC(C(=O)Nc2cccc(C(C)=O)c2)C(C)C)cc(OC)c1OC (stereo not drawn)
  -18, -0.3, 0.6, -3, -9, -1.3, -10, 6, 23
- CCOC(=O)c1cc(C#N)c(N2CCOCC2)nc1-c1ccccc1
  -9, 0.3, 0.5, -7, -12, -0.8, 1, 3, 9
- Cc1ccccc1C(=O)Nc1cccc(C(=O)N/N=C/c2ccc3c(c2)OCO3)c1
  -8, 6.5, 5.1, -13, 9, 1.6, -9, 26, 6
- COc1ccc(/C(N)=N/OC(=O)N2CCOCC2)cc1
  -6, 0.3, 0.1, 17, 3, 0.5, -4, -4, -13
- Cc1cc(SCC(=O)N2CCCC2=O)nc2ccccc12
  -16, -0.4, 0.0, -13, ·, -1.1, 0, -8, 2
